# Screening data as filed in PubChem BioAssay.
# a7 integrin act = qHTS for Activators of Integrin-Mediated Alleviation for Muscular Dystrophy; Potency, µM (titrated, usually from 38.3 µM), for inactives: at the highest dose activation, usual class: activators; 0.064% of 350,000 active; AID 624291, 2012; alpha7betagal myoblasts, beta-gal FDG fluorescence, 48 h;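 also: potency is read from the fitted curve at half-maximal effect; 100% = response of the positive control SU9516; nearly all actives have a fitted effect of over 60% in size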
#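 alpha7betagal+/- myoblasts (passage 13, 250/well) treated 48 h at 37C with compounds at 1:260 dilution of DMSO stock. Lysed, then beta-galactosidase activity read as FDG fluorescence (ex 480/em 540) after 30 min, with pre-read for autofluorescence.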
# GALK inhibitor = qHTS Assay for Inhibitors of Human Galactokinase (GALK); P51570; 0.007% of 270,000 active; AID 1868, 2009; Purified GALK, Kinase-Glo residual ATP luminescence; Potency, µM (highest dose often 57.5 µM), for inactives: at the highest dose activity change, negative = inhibition, hits mostly inhibitors; also: potency is read from the fitted curve at half-maximal effect; % is scaled to controls: 0 for no effect and ±100 for the full control effect
#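 Galactose (100 uM) and ATP (35 uM) were turned over by 5 nM GALK for 1 h at RT. Kinase-Glo Plus then converted the remaining ATP into a luminescent signal.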
# Coupling enz = qHTS Assay for Inhibitors of Fructose-1,6-bisphosphate Aldolase from Giardia Lamblia: Coupling assay counterscreen. coupling enzyme system counterscreen, AmpLite Red fluorescence. 0.67% of 290,000 active. activity change, negative = inhibition, % at 58.2 µM, hits read low; in the data active = activity change below about -30%; also: % is scaled to controls: 0 for no effect and ±100 for the full control effect
#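 Counterscreen of the coupled detection system alone, without aldolase: glyceraldehyde-3-phosphate coupling enzymes plus AmpLite Red readout. Compounds at 57.5 uM final, 10 min RT preincubation, 20 min RT reaction, fluorescence 525/598 nm.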
# A-T KAP1 phos = qHTS Assay for Identifying a Potential Treatment of Ataxia-Telangiectasia; […] A-T fibroblasts, KAP-1 phosphorylation AlphaLISA; neocarzinostatin DNA damage 30 min before lysis; Potency, µM (top dose mostly 57.5 µM), for the others: at the top dose activation, hits mostly activators; 0.19% of 320,000 active; AID 485349, 2010; also: potency is read from the fitted curve at half-maximal effect; % of control where 0% means no effect; nearly all actives have a fitted effect of over 45% in size
#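 ATM-like activity read as KAP-1 phosphorylation via AlphaLISA donor/acceptor antibody pairs after lysis and 6 hr at 25C. Cells were ATM-null patient fibroblasts ([…], hTERT), dosed 60 min, then exposed to the DSB inducer NCS for 30 min.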
# MBNL1-CUG inh = qHTS Assay for Inhibitors of MBNL1-poly(CUG) RNA binding; TR-FRET MBNL1-His/biotin-(CUG)12 binding, 665/545 ratio; Potency, µM (doses to about 57.5 µM), inactives show top-dose activity change, negative = inhibition, actives largely listed as inhibitors; 0.036% of 280,000 active; AID 2675, 2010; active = well fitted inhibition curve with a large enough effect in the signal ratio, with a control signal flat, not every such curve was filed as active; inconclusive = small, poorly fitted or top-dose-only effect, or effect the other way, or a change in a side signal; inactive = no such curve, though single readings can be large or run the other way; the % refers to the signal ratio; also: potency is read from the fitted curve at half-maximal effect; % is scaled to controls: 0 for no effect and ±100 for the full control effect
# Target sequence (Q9NR56 whole entry, looked up): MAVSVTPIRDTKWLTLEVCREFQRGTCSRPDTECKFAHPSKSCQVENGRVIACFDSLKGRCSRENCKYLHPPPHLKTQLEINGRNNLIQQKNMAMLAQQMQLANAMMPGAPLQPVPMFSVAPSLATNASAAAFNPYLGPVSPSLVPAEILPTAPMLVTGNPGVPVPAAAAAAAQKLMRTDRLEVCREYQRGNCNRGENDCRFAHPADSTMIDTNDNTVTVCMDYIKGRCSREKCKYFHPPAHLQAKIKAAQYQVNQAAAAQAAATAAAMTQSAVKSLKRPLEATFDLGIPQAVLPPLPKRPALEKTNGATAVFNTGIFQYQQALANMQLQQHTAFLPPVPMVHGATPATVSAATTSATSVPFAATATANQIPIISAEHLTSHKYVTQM
#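 Compound titration spanned 92 nM–58 uM against the MBNL1-His/biotin-(CUG)12 complex. After 60 min at room temperature with 5 nM streptavidin-XL665 and 0.055 ng/ul terbium anti-His, ratiometric 665/545 nm emission (Ex 340 nm) normalized to controls.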
# TRPV1 agonist = HTS Assay for Compounds that Act as Agonists of the Vanilloid Receptor 1. Transient receptor potential cation channel subfamily V member 1 (Homo sapiens), Q8NER1. TRPV1-expressing cells, Fluo-8 calcium influx, agonist mode. activation, % at 8.33 µM. 0.19% of 320,000 active. AID 540275, 2011; in the data active = activation above about 80%; inconclusive = between about 30% and that limit; also: 0% is about no effect
#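 Cells expressing TRPV1 were dye-loaded with Fluo-8 and read kinetically: 10 s baseline, 3 min after compound (agonist portion), then 2 min after EC20 capsaicin (allosteric enhancer portion). Calcium-bound dye fluorescence at 480/520 nm.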
# KCNH2 3.1 inh = qHTS for Inhibitors of KCHN2 3.1: Mutant qHTS; Potassium voltage-gated channel subfamily H member 2, brain isoform KCNH2 3.1 (human); U2OS KCNH2 3.1, thallium flux FluxOr; stronger effect = lower value; 0.95% of 340,000 active; activity change, % (tested at about 1.8 µM);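 active = maximum activity change below -70%; inconclusive = maximum activity change from -70% to -50%; inactive = maximum activity change above -50%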;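 also: thallium influx rate constant from kinetic fluorescence after stimulation buffer; % is scaled to controls: 0 for no effect and ±100 for the full control effect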
#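 FluxOr-based Tl+ influx in U2OS cells transduced with KCNH2 3.1 virus; rate constants normalized to DMSO controls.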
# KCNH2 WT inh = qHTS for Inhibitors of KCHN2 3.1: Wildtype qHTS. 0.37% of 340,000 active. activity change, % at 1.84 µM. U2OS, BacMam KCNH2, thallium flux FluxOr; stronger effect = lower value. Voltage-gated inwardly rectifying potassium channel KCNH2 (Homo sapiens), Q12809. AID 720551, 2013;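 active = maximum activity change below -70%; inconclusive = maximum activity change between -70% and -50%; inactive = maximum activity change above -50%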; also: % is scaled to controls: 0 for no effect and ±100 for the full control effect
#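 U2OS cells transduced with wild-type KCNH2 virus are loaded with FluxOr dye for 45 min, and thallium flux is measured in kinetic reads before and after stimulation buffer. Rate constants are normalized to DMSO controls.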
# ASM inhibitor = Inhibitors of Secretory Acid Sphingomyelinase (S-ASM): qHTS; Sphingomyelin phosphodiesterase (Homo sapiens), P17405; placental ASM, HMU-PC fluorogenic substrate, 60 min; Potency, µM (doses to about 57.5 µM), for the others: at the top dose activity change, negative = inhibition, actives largely listed as inhibitors; 0.006% of 340,000 active; AID 504937, 2011; also: potency is read from the fitted curve at half-maximal effect
# Target sequence (P17405 47-631 limits assumed): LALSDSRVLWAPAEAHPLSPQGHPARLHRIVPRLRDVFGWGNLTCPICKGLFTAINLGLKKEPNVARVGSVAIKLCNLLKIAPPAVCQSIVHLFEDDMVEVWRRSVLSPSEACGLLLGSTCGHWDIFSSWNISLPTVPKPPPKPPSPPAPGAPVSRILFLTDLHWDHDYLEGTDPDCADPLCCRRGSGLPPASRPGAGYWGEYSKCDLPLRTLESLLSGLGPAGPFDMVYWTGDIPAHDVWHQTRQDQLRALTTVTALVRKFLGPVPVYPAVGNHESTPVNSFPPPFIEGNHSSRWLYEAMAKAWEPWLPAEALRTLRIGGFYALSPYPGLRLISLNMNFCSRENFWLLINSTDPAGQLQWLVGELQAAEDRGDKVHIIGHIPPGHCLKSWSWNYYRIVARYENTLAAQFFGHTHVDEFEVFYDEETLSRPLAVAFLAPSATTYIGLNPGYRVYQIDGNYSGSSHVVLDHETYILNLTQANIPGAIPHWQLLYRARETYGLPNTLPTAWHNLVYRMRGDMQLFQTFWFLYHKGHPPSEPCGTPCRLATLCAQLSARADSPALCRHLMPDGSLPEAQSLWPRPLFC
#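 Human placenta-derived ASM enzyme was preincubated with compound for 10 minutes at room temperature, then given fluorogenic substrate HMU-PC0 (9 uM final) for 60 minutes at 37 °C; a pH 10 stop preceded fluorescence reading at Ex 386/Em 447 nm.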
# MLL CXXC-DNA inh = qHTS Fluorescence Polarization Assay for Inhibitors of MLL CXXC domain - DNA interaction | MLL-CXXC / FITC-HOXA9 DNA fluorescence polarization | Potency, µM (top dose mostly 115 µM), for inactives: at the top dose activity change, negative = inhibition, most hits filed as inhibitors | 0.037% of 290,000 active | AID 2662, 2010; active = well fitted inhibition curve with a large enough effect in the polarisation, with a control signal flat, not every such curve was filed as active; inconclusive = small, poorly fitted or top-dose-only effect, or effect the other way, or a change in a side signal; inactive = no such curve, though single readings can be large or run the other way; the % refers to the polarisation; also: potency is read from the fitted curve at half-maximal effect
#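 Fluorescence polarization: 7 uM MLL-CXXC (stock) preincubated 5 min with compounds, then 50 nM fluorescein-HOX-A9 DNA (stock) added; 30 min ambient. Buffer 50 mM Tris-HCl pH 7.5, 50 mM NaCl, 1 mM DTT, 0.05% BSA.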
# * hit, by the source's call; i = inactive; ? = inconclusive; nt = no result given; & = joins results of further samples; [ ] = remark or other dose. Unless noted, calls follow the shape of the dose curve; as a rule, active = well fitted curve in the direction sought with a large enough effect; inconclusive = small, poorly fitted or top-dose-only effect, or another doubt; inactive = no such curve, though single readings can be large; an effect the other way counts as inactive or inconclusive.
SMILES,a7 integrin act,GALK inhibitor,Coupling enz,A-T KAP1 phos,MBNL1-CUG inh,TRPV1 agonist,KCNH2 3.1 inh,KCNH2 WT inh,ASM inhibitor,MLL CXXC-DNA inh
Cc1ccc(S(=O)(=O)N(C)C)cc1NC(=O)COc1cccc(-n2cnnn2)c1,-17%,nt,nt,-6%,nt,2,17,-1,3%,nt
O=C(NC1CCC(=O)N(CCOc2ccccc2)CC1)OCc1ccccc1 (configuration not stated),-4%,nt,2,1%,-1%,2,4,-3,-1%,-5%
O=C1OC(NC(=O)c2ccccc2)C(N2CCOCC2)=C1Cl (configuration not stated),-3%,3%,1,3%,?,0,1,-3,-1%,-2%
Cc1ccccc1-n1nnnc1SCc1ncc(-c2ccccc2)o1,2%,-1%,-7,-4%,-1%,?,-1,-3,1%,-3%
CC(Cl)C(=O)c1c(N)n(C)c(=O)n(C)c1=O (configuration not stated),2%[7.66 µM],0%,2,0%,5%,-4,-11,1,4%,38%[activator]
COC(=O)CN(c1ccc2c(c1)OCCO2)S(=O)(=O)c1ccccc1,16%,0%,0,2%,5%,1,-7,1,1%,-5%
Cc1c(C#N)c(O)[nH]c(=O)c1N=Nc1ccc(Br)cc1C(=O)O,-3%,nt,-8,-26%,?,-2,-11,3,-10%,15%
Cc1cccc(C)c1OCCNC(=O)C(=O)NCc1ccco1,5%,0%,3,7%,?,-2,nt,11,-1%,4%
COc1ccc(C(=O)Nc2ccc3c(c2)nc(CCNC(C)=O)n3C)cc1,-7%,0%,0,nt,-2%,6,?,-11,-3%,14%
O=C(/C=C/c1cccc([N+](=O)[O-])c1)NCc1ccccc1,13%,-2%,2,8%,?,19,-3,-18,0%,-10%
COC(=O)C1=C(N)OC2=C(C(=O)CC(C)(C)C2)C1c1ccoc1 (configuration not stated),30%,9%,0,5%,10%,-2,9,-1,2%,-9%
CCN(C(=O)COC(=O)CC1CCCCC1)c1c(N)n(Cc2ccccc2)c(=O)[nH]c1=O,?,nt,nt,1%,nt,1,20,-12,3%,nt
C=CCN(CC=C)S(=O)(=O)c1ccc(NC(=S)NC(=O)c2ccco2)cc1,-2%,-3%,3,7%,4%,23,1,6,-4%,-1%
CCOc1ccc(C(=O)c2ccc([N+](=O)[O-])cc2Cl)cc1,-9%,-1%,-2,1%,?,?,5,-1,0%,-4%
O=C(Nc1ccc(Cl)cc1)OCCN1CCOCC1,0%,nt,nt,nt,nt,nt,-7,-5,2%,nt
COC(=O)c1ccc(CNC(=O)COc2ccccc2Br)o1,5%,0%,2,4%,?,1,9,-14,-1%,-1%
Cc1ccc(NC(=O)COc2ccccc2C=O)cc1Cl,-15%,0%,0,4%,9%,17,-6,-1,8%,-14%
CCN1C(=O)C(CC(=O)Nc2ccc(OC)cc2)N(CCc2ccc(F)cc2)C1=S (configuration not stated),7%,-2%,-2,1%,-7%,11,13,-13,-6%,-9%
CN(Cc1ccccc1)C(=O)c1nc2ccccn2c1CNCCCOc1cccnc1,-34%,1%,0,3%,-17%,4,2,-2,2%,1%
Cc1cc(-c2nnc(CCC(=O)N(C)CCc3ccccc3)o2)no1,-6%,-1%,1,23%,-4%,1,11,-4,-1%,0%
CCc1ccc(NC(=O)c2sc3nc(C)nc(N4CCN(c5ccccn5)CC4)c3c2C)cc1,6%,-2%,-3,2%,?,2,?,-9,-14%,4%
CC1(C)CC(=O)C2=C(C1)N(c1ccc(F)cc1)C(=O)CC2c1ccsc1 (configuration not stated),17%,1%,2,-6%,0%,11,8,-3,4%,-5%
OCC1(CCOc2ccccc2)CCN(Cc2ccc3cccc(F)c3n2)CC1,-6%,6%,0,-1%,3%,?,6,21,7%,0%
Cc1ccc(N2CCN(C(=O)c3ccccc3Br)CC2)c(C)c1,11%,1%,3,4%,-9%,20,16,0,-4%,-2%
CC1CCCCC1NC(=O)COC(=O)c1ccc2ccccc2n1 (configuration not stated),?,0%,3,5%,nt,-1,4,0,-3%,41%[activator]
CN1C[C@@H]2C(c3ccc(C(F)(F)F)cc3)C3(c4ccc(C#N)cc4)CC2(C3)[C@H]1c1ccccc1 (some centres not stated),28%,-1%,-6&0,0%,-1%,-1,-92*,-102*,-20%,2%
CN(CC(=O)Nc1ccc(F)c(Cl)c1)S(=O)(=O)c1cccc2nsnc12,-10%,0%,0,nt,?,4,9,0,-3%,-3%
Brc1ccc(OCCn2ccnc2)cc1,-10%,-5%,2,-1%,-7%,0,12,-17,-1%,0%
CCOc1ccccc1NC(=O)CCNC(=O)c1ccc(Cl)cc1,1%,-2%,-1,2%,1%,-2,-1,6,3%,5%
O=C(Cn1c(=O)oc2ccccc21)Nc1ccc(Cl)cc1,38%,-7%,-1,-3%,-2%,-4,9,10,-1%,29%
CC(=O)c1ccc(OCC(=O)Nc2c(C)nn(-c3ccccc3)c2C)cc1,21%,nt,nt,-12%,nt,-5,4,-4,8%,nt
COc1ccc(C)cc1NC(=O)CNC(C)C(=O)Nc1cc(Cl)ccc1Cl (configuration not stated),4%,14%,-1,5%,-3%,27,-2,11,-1%,11%
COc1cccc2[nH]c3ccccc3c(=O)c12,-17%,9%,-2,27%,23%,-1,-6,4,i,6%
CCCCn1c(-c2ccoc2C)n[nH]c1=S,3%,-3%,1,2%,-4%,1,1,5,5%,-6%
O=C(Nc1cc([N+](=O)[O-])ccc1C(=O)Nc1cccnc1)c1ccccc1,20%,5%,nt,2%,3%,0,8,1,-3%,-7%
Cc1ccc(C(=O)Nc2nnc(-c3ccco3)o2)cc1,3%,0%,-5,-1%,nt,2,-5,-7,8%,13%
Cn1c(SCc2ccccc2)nc2ccsc2c1=O,-22%,1%,1,6%,6%,-1,-1,-2,-5%,1%
O=C(CN1C(=O)NC2(CCCC2)C1=O)NCc1ccc(Cl)cc1,7%,nt,nt,3%,nt,nt,-3,-2,-3%,nt
CC(C)CNC(=O)C(=O)NN=C1CCCCCC1,1%,nt,0,0%,1%,1,3,7,2%,7%
COc1ccc(-c2nnc(SCC(=O)Nc3ccc(C)cc3)n2C)cc1,-11%,9%,5,-1%,0%,0,1,-4,16%,-5%
COc1cccc(CN(C)C(=O)c2ccc(Cl)c(S(=O)(=O)N3CCCCCC3)c2)c1OC,-5%,nt,nt,nt,nt,nt,17,20,1%,nt
COc1cc(NC(=O)COc2ccc(-n3cnnn3)cc2)cc(OC)c1OC,-22%,nt,nt,0%,nt,nt,11,19,-2%,nt
COc1cc(NC(=O)CN2C(=O)C(=O)N(C3CCCC3)C2=O)cc(OC)c1,-8%,nt,nt,2%,nt,-1,-28,5,-2%,nt
O=C(O)c1cc(C2CC2)nc2ccccc12,-1%,nt,-7&-8,-9%,-1%,5,-4,0,-6%,10%
CC(Sc1nnc(C(F)(F)F)n1C)C(=O)Nc1ccc(S(N)(=O)=O)cc1 (configuration not stated),15%,nt,2,-5%,?,-1,8,-2,-1%,1%
COCCNC(=O)Cn1c(=O)n(CCC(=O)NCCc2ccccc2)c(=O)c2ccccc21,0%,nt,-2,4%,?,0,3,-10,5%,9%

# Compounds from the list above containing an aryl thioether with sulfur outside any ring, in the order listed:
SMILES,a7 integrin act,GALK inhibitor,Coupling enz,A-T KAP1 phos,MBNL1-CUG inh,TRPV1 agonist,KCNH2 3.1 inh,KCNH2 WT inh,ASM inhibitor,MLL CXXC-DNA inh
Cc1ccccc1-n1nnnc1SCc1ncc(-c2ccccc2)o1,2%,-1%,-7,-4%,-1%,?,-1,-3,1%,-3%
Cn1c(SCc2ccccc2)nc2ccsc2c1=O,-22%,1%,1,6%,6%,-1,-1,-2,-5%,1%
COc1ccc(-c2nnc(SCC(=O)Nc3ccc(C)cc3)n2C)cc1,-11%,9%,5,-1%,0%,0,1,-4,16%,-5%
CC(Sc1nnc(C(F)(F)F)n1C)C(=O)Nc1ccc(S(N)(=O)=O)cc1 (configuration not stated),15%,nt,2,-5%,?,-1,8,-2,-1%,1%
